Bioassay records: PubChem, several laboratories
Mac1 fbg enh: enhancers of human CD11b/CD18 binding to fibrinogen; P05107+P11215; hit rate 0.07% among 93,000; activation, % at 10 µM; K562 CD11b/CD18 adhesion to fibrinogen, ATPlite luminescence;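 active means 10 µM primary screen giving 50% or more activity, confirmed by 40% or more on retest at that dose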; further: strong numbers were not always called active
ERa SRC1 pot: enhances coactivator binding to human estrogen receptor alpha. AID 639. TR-FRET ERalpha-LBD/SRC-Cy5 coactivator binding, 2 h; 100 = basal binding, no effect. P03372. hit rate 1.3% among 86,000. coactivator binding (% of control), % at 25.6 µM; in the data active means activity above about 200%;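 further: binding measured in presence of low estradiol as agonist stimulus; 0% = peptide alone without receptor and 100% = receptor with peptide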
Target sequence (P03372 whole entry, looked up, the tested form may be a part): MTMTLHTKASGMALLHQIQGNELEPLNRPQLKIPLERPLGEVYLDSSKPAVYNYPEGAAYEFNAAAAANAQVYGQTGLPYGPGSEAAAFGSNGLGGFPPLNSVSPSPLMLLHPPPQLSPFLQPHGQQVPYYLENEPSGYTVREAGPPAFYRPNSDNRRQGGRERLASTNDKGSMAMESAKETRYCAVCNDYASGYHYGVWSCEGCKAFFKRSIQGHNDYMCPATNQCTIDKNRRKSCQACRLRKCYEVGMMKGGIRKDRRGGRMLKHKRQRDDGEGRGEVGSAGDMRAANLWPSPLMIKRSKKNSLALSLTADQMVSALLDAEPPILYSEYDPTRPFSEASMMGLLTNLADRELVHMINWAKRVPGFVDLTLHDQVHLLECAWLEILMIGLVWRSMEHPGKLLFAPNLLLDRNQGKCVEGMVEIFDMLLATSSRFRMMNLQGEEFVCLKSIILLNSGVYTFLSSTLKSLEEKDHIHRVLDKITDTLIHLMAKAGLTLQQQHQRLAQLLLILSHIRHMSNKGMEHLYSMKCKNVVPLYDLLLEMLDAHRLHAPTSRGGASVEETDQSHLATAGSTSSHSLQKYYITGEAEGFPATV
Fibroblast inh: blocks proliferation of human lung fibroblasts; LL 47 human lung fibroblast viability, ATP luminescence; active compounds read low; viability, % at 10 µM; hit rate 1.1% among 85,000;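 active means viability at or below 50% in the single dose screen; inactive means viability above 50%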;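 further: compound exposure lasted 72 h before the ATP readout; 100% = median luminescence of untreated cell-only wells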
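Signal: luminescent ATP detection, CellTiter-Glo; assay system: LL 47 human lung fibroblasts; input: 1,150 cells/well; incubation: overnight cell rest, 72 h compound treatment at 37 °C; measure: % viability versus median cells-only luminescence; medium: IMEM growth medium with 15% fetal bovine serum; dosing: compound addition at 0.1% DMSO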
HUVEC prolif 384: inhibitors of human endothelial cell proliferation; AID 648; HUVEC proliferation, CellTiter-Glo luminescence, 72 h; active compounds read low; hit rate 1.1% among 86,000; viability, % at 10 µM (by protocol);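 active means viability at or below 30%; inactive means viability above 30%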;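 further: 100% = median luminescence of DMSO-only cell control wells on each plate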
H69AR growth 86K: growth inhibitors of human H69AR lung tumor cells. AID 598. viability, % at 10 µM. hit rate 6% among 85,000. H69AR lung tumor viability, ATP luminescence, 72 h; active compounds read low;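 active means viability at or below 40%; inactive means viability above 40%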;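 further: multidrug resistant small cell line overexpressing MRP-1 efflux transporter; 100% = mean luminescence of untreated control wells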
Mac1 fbg inh: CD11b/CD18-fibrinogen binding inhibition. K562 CD11b/CD18 adhesion to fibrinogen, ATPlite luminescence; Mn2+ added to activate the integrin. inhibition, % at 10 µM. hit rate 0.54% among 93,000. AID 1497;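 active means primary inhibition of 50% or more at 10 µM, then 40% or more on retest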; further: some results filed as inactive read as strong as hits
CYP2C19 activ: increases human CYP2C19 enzyme activity; activation factor at 5 µM; recombinant CYP2C19, luciferin-H EGE luminescence; active compounds read high; 0 = fully inhibited enzyme, 1 = untreated enzyme; 96,000 tested, under 10 active;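 active means activation factor of at least 2 at 5 µM in the primary screen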;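 further: 0 = wells with 2.5 mM tranylcypromine and 1 = vehicle-only wells; values of inactives mirror those of a sister screen read the other way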
Target sequence (P33261 whole entry, looked up): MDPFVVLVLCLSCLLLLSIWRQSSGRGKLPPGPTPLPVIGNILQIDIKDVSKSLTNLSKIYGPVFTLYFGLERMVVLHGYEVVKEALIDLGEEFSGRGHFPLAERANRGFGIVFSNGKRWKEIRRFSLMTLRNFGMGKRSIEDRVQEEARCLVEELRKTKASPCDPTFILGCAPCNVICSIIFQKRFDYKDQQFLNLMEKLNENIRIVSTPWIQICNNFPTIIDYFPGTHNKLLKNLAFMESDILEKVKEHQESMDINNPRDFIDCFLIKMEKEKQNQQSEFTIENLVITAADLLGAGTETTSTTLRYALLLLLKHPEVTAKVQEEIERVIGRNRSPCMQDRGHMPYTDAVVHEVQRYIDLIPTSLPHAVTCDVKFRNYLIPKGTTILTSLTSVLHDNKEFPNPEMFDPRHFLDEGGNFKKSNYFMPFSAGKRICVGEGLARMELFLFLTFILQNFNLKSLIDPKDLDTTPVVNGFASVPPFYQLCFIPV
ERa coact inh: blocks coactivator binding to human estrogen receptor alpha | P03372 | TR-FRET ER-alpha LBD / SRC-1 peptide, estradiol-bound | inhibition, % at 25.6 µM | hit rate 1.7% among 86,000 | AID 629; in the data active means inhibition above about 50%;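 further: 0% = receptor plus peptide control and 100% = peptide only without receptor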
CYP2C19 inh: blocks human cytochrome P450 2C19; P33261; CYP2C19 Supersomes, luciferin-H EGE luminescence, 30 min; inhibition, % at 5 µM; hit rate 21% among 96,000; AID 778;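 active means CYP2C19 inhibition above a set limit at 5 µM in the primary screen, cut at about 50% in these data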;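 further: plate controls were negative control wells for no effect and 2.5 mM tranylcypromine positive control for full effect; values of inactives mirror those of a sister screen read the other way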
Starred values were filed as active, the others as inactive; [ ] = remark or other dose.

Screening Cc1ccc(C(=O)n2nc(-c3ccccc3)nc2NCc2ccco2)cc1 returned Mac1 fbg enh -3, ERa SRC1 pot 106[fluorescence artefact?], Fibroblast inh 102, HUVEC prolif 384 104, H69AR growth 86K 90, Mac1 fbg inh -7, CYP2C19 activ 0.9, ERa coact inh 6 and CYP2C19 inh 9.
`CCc1ccc(CCC(=O)Nc2sc(C)c(C)c2C(=O)OC)o1` gave Mac1 fbg enh 2, ERa SRC1 pot 96, Fibroblast inh 91, HUVEC prolif 384 103, H69AR growth 86K 91, Mac1 fbg inh 3, CYP2C19 activ 1, ERa coact inh -14 and CYP2C19 inh -1.
Screening C=CCn1c(SCC(=O)Nc2cc(C)c(Cl)cc2OC)nnc1-c1ccco1 returned Mac1 fbg enh -2, ERa SRC1 pot 109, Fibroblast inh 90, HUVEC prolif 384 116, H69AR growth 86K 78, Mac1 fbg inh -6, CYP2C19 activ 0.7, ERa coact inh -2 and CYP2C19 inh 27.
COc1ccccc1NC(=O)c1nn(-c2ccc(F)c(F)c2)ccc1=O was read as Mac1 fbg enh -1, Mac1 fbg inh -5, CYP2C19 activ 1.1 and CYP2C19 inh -12.
Screening C=CCNC(=S)NNC(=O)C(CCCC)CC(C)O (stereo not drawn) returned Mac1 fbg enh -2, ERa SRC1 pot 117, Fibroblast inh 102, HUVEC prolif 384 98, H69AR growth 86K 93, Mac1 fbg inh 9, CYP2C19 activ 1, ERa coact inh -3 and CYP2C19 inh -5.
`N#CCCN(CCC#N)C(=O)COc1ccc(Cl)cc1Cl` gave ERa SRC1 pot 114, Fibroblast inh 87, HUVEC prolif 384 97, H69AR growth 86K 76 and ERa coact inh -41.
For CC1CCCCC1NS(=O)(=O)c1ccc(S(=O)(=O)N2CCN(CCC#N)CC2)cc1 (stereo not drawn) the results were Mac1 fbg enh 4, ERa SRC1 pot 120, Fibroblast inh 91, HUVEC prolif 384 99, H69AR growth 86K 99, Mac1 fbg inh -22, CYP2C19 activ 0.5, ERa coact inh -2 and CYP2C19 inh 52*.
For O=C(NCCCN1CCCC1=O)NC12CC3CC(CC(C3)C1)C2 the results were Mac1 fbg enh 3, ERa SRC1 pot 111, Fibroblast inh 91, HUVEC prolif 384 87, H69AR growth 86K 88, Mac1 fbg inh -38, CYP2C19 activ 1, ERa coact inh -6 and CYP2C19 inh 5.
For Cc1cccc(-n2nnc(C(=O)Nc3ccc(F)cc3)c2N)c1 the results were Mac1 fbg enh 22, ERa SRC1 pot 70, Fibroblast inh 95, HUVEC prolif 384 99, H69AR growth 86K 96, Mac1 fbg inh 1, CYP2C19 activ 1.1, ERa coact inh 63*[fluorescence artefact?] and CYP2C19 inh -6.
Screening COc1ccc(C(=O)CSc2nnc(CNC(=O)c3ccc(OC)c(OC)c3)n2C)cc1 returned Mac1 fbg enh 1, ERa SRC1 pot 61[fluorescence artefact?], Fibroblast inh 96, HUVEC prolif 384 99, H69AR growth 86K 90, Mac1 fbg inh -12, CYP2C19 activ 1.1, ERa coact inh 35 and CYP2C19 inh -5.
For C/C(N)=C(\C#N)C(=O)NCCc1ccccn1 the results were Mac1 fbg enh 6, ERa SRC1 pot 85[fluorescence artefact?], Fibroblast inh 104, HUVEC prolif 384 101, H69AR growth 86K 94, Mac1 fbg inh -4, CYP2C19 activ 1.1, ERa coact inh 4 and CYP2C19 inh -6.
O=C(Nc1cccnc1Cl)c1cc(-c2ccco2)on1 was read as Mac1 fbg enh -4, ERa SRC1 pot 97, Fibroblast inh 95, HUVEC prolif 384 107, H69AR growth 86K 78, Mac1 fbg inh 2, CYP2C19 activ 0.9, ERa coact inh 3 and CYP2C19 inh 14.
Screening CCOC(=O)CNC(=O)CSc1ncnc2c1cnn2-c1ccccc1 returned Mac1 fbg enh 0, ERa SRC1 pot 118, Fibroblast inh 93, HUVEC prolif 384 95, H69AR growth 86K 96, Mac1 fbg inh -58, CYP2C19 activ 0.7, ERa coact inh -2 and CYP2C19 inh 30.
Screening CC(=O)Nc1cc(NC(C)=O)cc(C(=O)OCC(=O)N2CC(C)OC(C)C2)c1 (stereo not drawn) returned Mac1 fbg enh -1, ERa SRC1 pot 64, Fibroblast inh 105, HUVEC prolif 384 108, H69AR growth 86K 101, Mac1 fbg inh 2, CYP2C19 activ 1.1, ERa coact inh 20 and CYP2C19 inh -10.
Screening Oc1[nH]c2ccccc2c1C=Nc1ccc2c(c1)OCCO2 returned Mac1 fbg enh -4, ERa SRC1 pot 74, Fibroblast inh 77, HUVEC prolif 384 89, H69AR growth 86K 61, Mac1 fbg inh 15, CYP2C19 activ 0.8, ERa coact inh 16 and CYP2C19 inh 18.
For COc1ccccc1N1CCN(C(=O)c2cc(-c3ccc(Cl)c(Cl)c3)on2)CC1 the results were ERa SRC1 pot 114, Fibroblast inh 83, HUVEC prolif 384 68, H69AR growth 86K 81 and ERa coact inh 0.
c1ccc2[nH]c(CN3CCN(c4ncnc5c4oc4ccccc45)CC3)nc2c1 was read as Mac1 fbg enh -1, ERa SRC1 pot 101, Fibroblast inh 96, HUVEC prolif 384 87, H69AR growth 86K 7.1*, Mac1 fbg inh -7, CYP2C19 activ 0.6, ERa coact inh 1 and CYP2C19 inh 38.
`CC(=O)Nc1ccc2c(c1)nc(CCN1CCC(C)CC1)n2C` gave Mac1 fbg enh 1, ERa SRC1 pot 98, Fibroblast inh 105, HUVEC prolif 384 100, H69AR growth 86K 97, Mac1 fbg inh 2, CYP2C19 activ 0.9, ERa coact inh -3 and CYP2C19 inh 8.
Screening COC(=O)CNC(=O)c1ccc2c(c1)S(=O)(=O)c1ccccc1C2=O returned Mac1 fbg enh 2, ERa SRC1 pot 99, Fibroblast inh 101, HUVEC prolif 384 111, H69AR growth 86K 90, Mac1 fbg inh 13, CYP2C19 activ 1, ERa coact inh 6 and CYP2C19 inh -4.
`CCOC(=O)c1c2n(c3ccc(O)cc13)CCC2` gave ERa SRC1 pot 105, Fibroblast inh 100, HUVEC prolif 384 85, H69AR growth 86K 92 and ERa coact inh 5.
CC(C)(C)Nc1nc(NC(C)(C)C)nc(-n2ccnc2)n1 was read as Mac1 fbg enh -3, ERa SRC1 pot 93, Fibroblast inh 90, HUVEC prolif 384 98, H69AR growth 86K 31*, Mac1 fbg inh -1, CYP2C19 activ 0.6, ERa coact inh -18 and CYP2C19 inh 36.
`Cc1cccc(NC(=O)CSc2nnc(-c3cc(C)n(-c4ccccc4)c3C)o2)c1C` gave ERa SRC1 pot 94, Fibroblast inh 97, HUVEC prolif 384 81, H69AR growth 86K 94 and ERa coact inh -2.
`O=C(OCC1OC2C(Oc3nc(=O)ccn32)C1O)c1ccccc1` (stereo not drawn) gave Mac1 fbg enh -4, ERa SRC1 pot 102[fluorescence artefact?], Fibroblast inh 104, HUVEC prolif 384 90, H69AR growth 86K 92, Mac1 fbg inh -3, CYP2C19 activ 1.2, ERa coact inh -4[fluorescence artefact?] and CYP2C19 inh -21.
`N/C(=N\OC(=O)Cc1cccs1)c1ccccc1` gave Mac1 fbg enh -3, Mac1 fbg inh 6, CYP2C19 activ 0.6 and CYP2C19 inh 42.
COc1ccc(OC)c(S(=O)(=O)N2CCc3ccccc32)c1 was read as Mac1 fbg enh 8, ERa SRC1 pot 118, Fibroblast inh 96, HUVEC prolif 384 99, H69AR growth 86K 93, Mac1 fbg inh -5, CYP2C19 activ 0.2, ERa coact inh 9 and CYP2C19 inh 77*.
For CCCC(=Nc1ccccc1)C1=C(O)C(C(=O)OC)C(C)(C)CC1=O (stereo not drawn) the results were Mac1 fbg enh 4, ERa SRC1 pot 129, Fibroblast inh 100, HUVEC prolif 384 90, H69AR growth 86K 86, Mac1 fbg inh 0, CYP2C19 activ 0.3, ERa coact inh -1[fluorescence artefact?] and CYP2C19 inh 69*.
For Cc1nn(CC#N)c(=O)n1-c1ccccc1 the results were Mac1 fbg enh -4, ERa SRC1 pot 117[fluorescence artefact?], Fibroblast inh 98, HUVEC prolif 384 93, H69AR growth 86K 99, Mac1 fbg inh 8, CYP2C19 activ 1, ERa coact inh 5[fluorescence artefact?] and CYP2C19 inh -1.
Screening CCOC(=O)c1c(N)sc2c1CCCC2 returned Mac1 fbg enh -5, ERa SRC1 pot 92, Fibroblast inh 97, HUVEC prolif 384 90, H69AR growth 86K 91, Mac1 fbg inh 9, CYP2C19 activ 0.9, ERa coact inh 0 and CYP2C19 inh 8.
C=CCn1c(SCC(=O)NC2CCCCC2)nnc1C1CCCCC1 was read as ERa SRC1 pot 89, Fibroblast inh 102, HUVEC prolif 384 106, H69AR growth 86K 76, CYP2C19 activ 1, ERa coact inh 4 and CYP2C19 inh 0.
`O=C(NCc1ccco1)[C@@H]1CCCN1C(=O)c1cccs1` gave Mac1 fbg enh -2, Mac1 fbg inh 1, CYP2C19 activ 0.9 and CYP2C19 inh 10.

Fetched one by one from the entries so far:
Screening Cc1ccc(C(=O)n2nc(-c3ccccc3)nc2NCc2ccco2)cc1 returned Mac1 fbg enh -3, ERa SRC1 pot 106[fluorescence artefact?], Fibroblast inh 102, HUVEC prolif 384 104, H69AR growth 86K 90, Mac1 fbg inh -7, CYP2C19 activ 0.9, ERa coact inh 6 and CYP2C19 inh 9.
`CCOC(=O)c1c2n(c3ccc(O)cc13)CCC2` gave ERa SRC1 pot 105, Fibroblast inh 100, HUVEC prolif 384 85, H69AR growth 86K 92 and ERa coact inh 5.

Going on with the list.
`CN1CCN(CC#CCn2c3ccccc3c3ccccc32)CC1` gave Mac1 fbg enh -4, ERa SRC1 pot 98, Fibroblast inh 95, HUVEC prolif 384 73, H69AR growth 86K 63, Mac1 fbg inh -11, CYP2C19 activ 0.4, ERa coact inh 7 and CYP2C19 inh 59*.
COc1ccc(OC)c(-c2cc(C3CCN(c4ncccc4[N+](=O)[O-])CC3)[nH]n2)c1 was read as Mac1 fbg enh -1, ERa SRC1 pot 92, Fibroblast inh 95, HUVEC prolif 384 77, H69AR growth 86K 49, Mac1 fbg inh -2, CYP2C19 activ 0.8, ERa coact inh -7 and CYP2C19 inh 22.
For O=C(O)c1cc(S(=O)(=O)N2CCCCCC2)c(Cl)cc1Cl the results were Mac1 fbg enh 0, ERa SRC1 pot 136[fluorescence artefact?], Fibroblast inh 94, HUVEC prolif 384 96, H69AR growth 86K 94, Mac1 fbg inh 37, CYP2C19 activ 1, ERa coact inh -11 and CYP2C19 inh 0.
COc1ccc(C(NC(=O)c2ccco2)c2ccc(OC)c(OC)c2)cc1 (stereo not drawn) was read as Mac1 fbg enh 14, ERa SRC1 pot 112, Fibroblast inh 103, HUVEC prolif 384 99, H69AR growth 86K 91, Mac1 fbg inh -41, CYP2C19 activ 0.5, ERa coact inh 8 and CYP2C19 inh 46.
`Cc1nnc(-c2cnn(C)c2N)n1Cc1ccc(Cl)cc1` gave Mac1 fbg enh -1, ERa SRC1 pot 107, Fibroblast inh 99, HUVEC prolif 384 89, H69AR growth 86K 104, Mac1 fbg inh -6, CYP2C19 activ 0.7, ERa coact inh -11 and CYP2C19 inh 29.
CCOC(=O)CC(Nc1nc(N2CCOCC2)nc(N2CCOCC2)n1)c1ccccc1Cl (stereo not drawn) was read as ERa SRC1 pot 104, Fibroblast inh 84, HUVEC prolif 384 98, H69AR growth 86K 89, CYP2C19 activ 0.3, ERa coact inh 2 and CYP2C19 inh 68*.
